West Nile virus CPE: inhibition of WNV-induced cytopathic effect – cell-based, CPE readout (AID 1621). CPE inhibition, % at 10 µM, or IC50 in µM where a hit was titrated. hit rate 0.02% among 290,000. West Nile virus-infected cells, CPE inhibition; higher % means a stronger effect; in the data active = a potency from the dose series; inconclusive = CPE inhibition mostly from about 3.7% at the one dose, without a potency; inactive = the rest, 99 in 100 with CPE inhibition below about 2.2%; note: strong numbers were not always called active
HIV peptide binding: cell-free HIV fusion peptide-binding blockers – biochemical, uHTS, fluorescence dequenching, primary screen (AID 1986); cell-free peptide binding, fluorescence dequenching, 30 min; higher % means a stronger effect; inhibition, % at 20 µM, or IC50 in µM where a hit was titrated; hit rate 0.3% among 290,000; in the data active = inhibition mostly above about 52%, no sharp cut-off; inactive = mostly below about 76%; note: some results filed as inactive read as strong as hits
AID2073: disruptors of CaV2.2 binding to Mint1 – biochemical, HTRF (AID 2073) | HTRF protein-protein interaction, Mint1-CaV2.2; higher % means a stronger effect | one-dose inhibition, % at 20 µM; IC50 in µM for titrated hits | hit rate 0.19% among 290,000; in the data active = inhibition mostly above about 51%, no sharp cut-off; inconclusive = no clear call, values can overlap the other calls; inactive = mostly below about 53%; note: some results filed as inactive read as strong as hits
NS5 inhibitors: Dengue-2 NS5 methyltransferase inhibitors, primary screen, biochemical, confirmation dose response (AID 588689); Dengue-2 NS5 methyltransferase capping enzyme assay, biochemical; higher % means a stronger effect; inhibition, % at 25 µM; hits with a dose series show IC50 in µM; hit rate 0.3% among 340,000; in the data active = a potency from the dose series; inconclusive = inhibition above about 29% without an active follow-up result
NOD2 inhibition: NOD2 signaling inhibitors, cell-based, luminescence, uHTS, HEK293 (AID 1566); HEK293 NOD2/NF-kB luciferase reporter, luminescence; higher % means a stronger effect; inhibition, % at 4 µM, or EC50 in µM where a hit was titrated; hit rate 0.63% among 290,000; note: many of its hits are not listed in these tables
KOR beta-arrestin-1: kappa opioid receptor blockers – cell-based, luminescence, uHTS (AID 1778). inhibition, % at 10 µM; hits with a dose series show IC50 in µM. hit rate 0.091% among 290,000. KOR beta-arrestin recruitment, luminescence, antagonist mode; higher % means a stronger effect; note: strong numbers were not always called active
Yfh1-depleted yeast: enhancers of respiration in Yfh1-depleted yeast, dose response, Friedreich's ataxia, plus single-dose screen (AID 1465); S. cerevisiae Yfh1-off respiration, WST-1 reduction, 72 h; higher fold induction means a stronger effect; fold induction at 50 µM, or EC50 in µM where a hit was titrated; hit rate 0.074% among 220,000;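 active = fold induction of absorbance versus untreated yeast above a set limit, then at least 30% activation at any dose in follow-up; inconclusive = repeats straddling the limit, or above it without dose testing; inactive = fold induction below the set limit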;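 note: activators that raise dye reduction in frataxin-depleted yeast; strong numbers were not always called active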
NOD1 NF-kB reporter: inhibition of NOD1-driven NF-kB reporter – cell-based, luminescence, uHTS, primary screen (AID 1578). NOD1-driven NF-kB luciferase reporter cells, luminescence; higher % means a stronger effect. one-dose inhibition, % at 4 µM; EC50 in µM for titrated hits. hit rate 1% among 290,000; in the data active = inhibition mostly above about 36%, no sharp cut-off; inactive = mostly below about 34%;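 note: HEK-293T reporter cells stimulated with the NOD1 agonist gamma-tri-DAP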
KOR beta-arrestin-2: KOR agonists, beta-arrestin recruitment, primary screen, cell-based, luminescence, uHTS (AID 1777). KOR beta-arrestin recruitment, luminescence; higher % means a stronger effect. activation, % at 10 µM; hits with a dose series show EC50 in µM. hit rate 0.02% among 280,000; in the data active = activation above about 50%, passing the limit was not always enough; note: a part of the inactive calls stands beside numbers as strong as those of hits
NS5 inhibitors pilot replicate: also measured in NS5 inhibitors; calls as there; inhibition, %; measured here: pilot screen replicate inhibition
Active calls of the source: *; i = inactive; ? = inconclusive; nt = no result given; [ ] = dose if it differs, or a comment. Cut-off read from the data, not from the text of the source, unless noted: active = inhibition above about 50%; inactive = the rest. These rows are one share of the data; rates above refer to the full screens.

SMILES	West Nile virus CPE	HIV peptide binding	AID2073	NS5 inhibitors	NOD2 inhibition	KOR beta-arrestin-1	Yfh1-depleted yeast	NOD1 NF-kB reporter	KOR beta-arrestin-2	others
O=C(CSc1nnc(-c2ccco2)n1Cc1ccco1)NCc1cccs1	0.0%	2.5%	2%	0%	10%	-4%	i	15%	-3.4%
CC1CN(Cc2nc3c(c(=O)n(C)c(=O)n3C)n2CCCO)CC(C)O1 (configuration not stated)	-0.3%	3.3%	4%	-1%	19%	1%	i	-22%	3.3%
CCC(=O)N1c2ccc(S(=O)(=O)N3CCN(c4cc(C)ccc4C)CC3)cc2CC1C (configuration not stated)	0.5%	-0.6%	3%	-4%	11%	34%	nt	-14%	-0.2%
O=C(CCn1nc(-c2ccc(Cl)cc2)ccc1=O)N1CCN(c2ccccc2)CC1	-1.2%	-1.3%	11%	-7%	25%	14%	nt	6%	-10%
COc1cc(C)ccc1OCCCOc1ccccc1Br	nt	-1.6%	1%	-7%	-61%	0%	nt	-37%	1.6%
C=CCOc1ccc(/C=N/NC(=O)C2CCCC2)cc1OCC	-0.5%	-0.4%	8%	-1%	-6%	21%	nt	-18%	-1.1%
CCCC(=O)Nc1nn(CC(C)C)c2nc3cc(C)ccc3cc12	0.6%	0.8%	16%	-5%	1%	-4%	nt	-7%	1.5%
Cc1ccc(C2(C(F)(F)F)NC(=O)N3CCN=C3S2)cc1 (configuration not stated)	-0.4%	-4.1%	-4%	-5%	33%	-25%	i	nt	3.0%
CCN1CCC(n2nccc2NC(=O)c2ccccc2Cl)CC1	0.0%	2.7%	-1%	2%	-5%	-34%	nt	-21%	5.6%
COc1cccc(C(=O)Nc2c(C)n[nH]c2C)c1	-0.1%	-0.9%	-3%	-6%	10%	-41%	i	-4%	4.6%
COC(=O)c1sccc1NC(=O)CSc1ccccc1NC(=O)CNC(C)C	-1.8%	-0.3%	1%	14%	16%	10%	i	-37%	-4.3%
C=CCn1c(SCc2ccccc2C#N)nnc1-c1cc(Br)ccc1O	0.0%	-2.9%	-1%	-5%	-50%	0%	i	-28%	-1.5%
CC(=O)Nc1ccc(S(=O)(=O)Nc2nc3ccccc3nc2Nc2ccc3ccccc3c2)cc1	-0.1%	91%	37%	-16%	-66%	10%	i	-36%	1.1%
COc1ccc(OC)c(NC(=O)c2cccc(Cn3cc(Br)c([N+](=O)[O-])n3)c2)c1	-1.7%	-1.2%	-2%	-1%	-4%	9%	i	-21%	-2.1%
COc1ccc(N2C(=O)C3CCCN3C2c2cccc(C)c2)cc1Cl (configuration not stated)	-0.1%	-1.0%	-4%	-5%	8%	-17%	i	3%	-2.4%
COc1ccc(OCC(O)Cn2c(Nc3cccc(C)c3)nc3c2c(=O)n(C)c(=O)n3C)cc1 (configuration not stated)	-0.8%	-1.1%	4%	1%	11%	29%	i	-35%	7.1%
Cc1cc(-n2c(C)cc(C(=O)CSc3nc4ccccc4c(=O)n3Cc3ccco3)c2C)no1	0.0%	-1.9%	-13%	-1%	18%	-43%	i	nt	-0.5%
O=C(CCl)NCc1c(Cl)cccc1-n1cccc1	0.3%	-1.0%	19%	-7%	-3%	-30%	i	18%	-3.9%
Cc1ccccc1OCC(=O)OCC(=O)c1ccc(OCc2ccccc2)cc1	-0.2%	-1.7%	-2%	5%	-37%	20%	i	-29%	3.3%
O/N=C1\CCCC\C1=C/c1ccccc1	-0.5%	-3.3%	0%	0%	12%	8%	i	2%	-1.7%
COc1ccc(C(CC(=O)N2CCOCC2)c2c(O)cc(OC)cc2OC)cc1 (configuration not stated)	0.5%	0.9%	2%	5%	5%	8%	i	-5%	-0.8%
COc1cccc(/C=N/N2CCN(C)CC2)c1	0.6%	3.9%	-26%	1%	-16%	-11%	i	-20%	3.0%
Cc1nn(C(=O)N(C)C)c(C)c1CN1C(=O)c2ccccc2C1=O	0.3%	-0.2%	10%	0%	8%	-13%	nt	-33%	0.5%
CC(NC(=O)CSc1nc2c(c(C(F)(F)F)n1)CCc1ccccc1-2)c1ccccc1 (configuration not stated)	-0.5%	0.1%	4%	-8%	26%	10%	i	1%	7.2%
COc1ccc(C2=NS(=O)(=O)N(C)C(C(=O)NC3CCCC3)=C2)cc1	-0.8%	-0.9%	8%	-5%	12%	-20%[20 µM]	nt	-8%	-6.0%
O=C(Nc1ccc(Cl)c(Cl)c1)c1csc(-c2ccccc2)n1	nt	-1.6%	4%	-7%	-14%	-16%	nt	-27%	5.9%	NS5 inhibitors pilot replicate=-0.2
CNC(=S)N(CCc1c(C)[nH]c2ccc(F)cc12)Cc1ccco1	-0.1%	-0.4%	-13%	-1%	-8%	-34%	nt	10%	7.8%
COc1ccc(CN2CCc3ccccc3C2)c(OC)c1	-0.5%	0.3%	-2%	-3%	-6%	1%	i	-7%	4.8%
Cc1ccc(-n2c(C)nnc2SCC(=O)N2CCc3ccccc3C2)cc1C	-1.4%	-2.8%	-8%	-3%	-4%	-32%	i	5%	-12%
CCN(CC)S(=O)(=O)c1cccc(C(=O)N/N=C/c2cc(OC)c(O)c(OC)c2)c1	-0.5%	-0.3%	-10%	-4%	6%	6%	i	-27%	4.1%
CC(C)(C)C1CCc2sc(C(=O)NNC(=O)CCl)cc2C1 (configuration not stated)	2.3%	0.3%	6%	-11%	-18%	-48%	i	-15%	2.9%
CNC(=O)CCCN1C(=O)c2ccccc2Sc2ncccc21	0.3%	0.1%	5%	-5%	11%	33%	nt	-4%	-5.0%
O=C(CCn1c(=O)[nH]c2ccsc2c1=O)N1CCc2ccccc2C1	-0.1%	-0.7%	0%	-2%	3%	-42%	i	28%	5.2%
Cc1cccc(NS(=O)(=O)c2cc3c(cc2C)n(C)c(=O)c(=O)n3C)c1	-0.2%	-0.4%	3%	2%	12%	7%[20 µM]	nt	-16%	-2.7%
Cc1cc(C(=O)CN2C(=O)C3CC=CCC3C2=O)c(C)n1-c1ccccc1 (configuration not stated)	-0.8%	3.6%	23%	-3%	-109%	2%	i	10%	-1.5%
COC(=O)C(Cc1c[nH]c2ccccc12)NC(=O)CNC(C)=O (configuration not stated)	0.2%	-2.8%	2%	-1%	-29%	-1%	i	7%	-8.7%
COc1ccc(OC)c(S(=O)(=O)N2CCN(c3ccccc3OC)CC2)c1	-0.6%	-0.8%	2%	1%	nt	4%	nt	nt	-6.0%
Oc1c(Cl)cc(Cl)cc1/C=N/c1nccs1	?	11%	6%	19%	-1%	-19%	i	27%	6.1%
CC(=O)c1cccc(N(C(=O)CNC(=O)c2ccco2)C(C(=O)NCc2ccco2)c2ccccc2)c1 (configuration not stated)	0.0%	-1.2%	13%	1%	14%	-6%	i	-23%	-3.8%
CC(C)C(=O)NCCc1nc2ccccc2n1CCOc1ccccc1	nt	0.6%	5%	-3%	8%	10%	nt	12%	-2.2%
c1ccc(Nc2ccccn2)cc1	-0.3%	8.2%	-3%	-2%	-15%	-22%	i	-18%	0.9%
Cc1cccc(C)c1OCC(=O)NNC(=O)c1ccoc1C	-0.2%	-1.8%	-2%	-6%	3%	-9%	i	-22%	-1.5%
NS(=O)(=O)c1ccc(NC(=S)NC(=O)c2cccnc2)cc1	0.2%	0.4%	-11%	nt	2%	15%	i	-38%	-6.4%
COc1ccccc1NC(=O)CSC1=NCCN1	0.2%	1.4%	-9%	-3%	13%	20%	i	-35%	-1.2%
CC(=O)Nc1ccccc1/C=C/c1ccc2c(C)ccc(O)c2n1	-1.4%	0.7%	-1%	-1%	2%	29%	i	-21%	1.8%
CC(=O)Nc1ccc(S(=O)(=O)N2CCN(c3ccccn3)CC2)cc1	nt	-2.0%	-1%	-5%	12%	-11%	i	2%	-2.0%
Cc1nc(NS(=O)(=O)c2ccc(Br)cc2)c2c3c(sc2n1)CCC3	-0.1%	24%	-8%	2%	33%	3%	i	-7%	-3.1%
Cc1ccccc1-c1nc(CN2CCC(C(=O)NCCCN3CCCC3)CC2)c(C)o1	1.6%	-1.6%	-8%	-12%	6%	5%	i	-41%	-0.1%
O=C(O)CCc1ccc(-c2ccc(Br)cc2)n1NC(=O)c1ccc([N+](=O)[O-])cc1	-0.2%	2.7%	7%	10%	13%	-14%	i	-5%	2.2%
Cc1cccn2c(=O)c3cc(S(=O)(=O)c4ccc(Br)cc4)c(=N)n(C4CCCC4)c3nc12	0.4%	5.1%	23%	2%	-13%	-8%	nt	-43%	-6.4%

(cont.)
SMILES	West Nile virus CPE	HIV peptide binding	AID2073	NS5 inhibitors	NOD2 inhibition	KOR beta-arrestin-1	Yfh1-depleted yeast	NOD1 NF-kB reporter	KOR beta-arrestin-2	others
O=C(COC(=O)c1ccccc1Cl)NC(=O)NCc1ccccc1	0.1%	2.1%	-4%	-10%	7%	-23%	i	27%	4.9%
COc1ccc(OC)c(Nc2cc(C(=O)NCCCN3CCOCC3)c3ccccc3n2)c1	nt	1.5%	-1%	-10%	-7%	-8%	nt	-17%	2.6%
CCC(=O)NC(NC(=S)Nc1ccc(S(N)(=O)=O)cc1)C(Cl)(Cl)Cl (configuration not stated)	-0.2%	-0.9%	-9%	-2%	9%	12%	i	-2%	6.2%
COc1ccc(C(=O)Nc2oc(-c3ccccc3)c(-c3ccccc3)c2C#N)cc1OC	-0.4%	2.4%	22%	0%	22%	16%	i	17%	-3.3%
COc1ccc(CN2C(=O)c3cccnc3C2=O)cc1S(=O)(=O)N1CCOc2ccc(C)cc21	0.9%	-2.0%	14%	-2%	-1%	-13%	nt	-19%	7.2%
CCc1ccccc1N(CC(=O)NC(C)C)C(=O)CCC(=O)Nc1nccs1	-0.9%	0.7%	0%	-2%	0%	-6%	nt	-5%	-4.6%
CCC1SC2=NC(C)=C(C(=O)OC)C(c3cccs3)N2C1=O (configuration not stated)	nt	0.0%	3%	-6%	1%	-16%	nt	-13%	2.0%
COc1ccc(NC(C)=O)cc1NC(=O)CN1CCN(S(=O)(=O)c2ccc(C(C)C)cc2)CC1	-0.3%	0.1%	19%	-2%	-8%	-36%	i	2%	8.4%
O=C(NC1CCCCCC1)C1CCN(S(=O)(=O)c2ccc(F)cc2)CC1	0.3%	-0.7%	4%	-1%	-2%	-7%	i	-37%	-0.1%
Cc1ccccc1C(=O)NCCN1CCOCC1	0.3%	-0.7%	10%	-5%	20%	-3%[20 µM]	i	-14%	nt
CCC(CC)C(=O)c1c[nH]c(C(=O)N2CCN(c3ccccc3F)CC2)c1	-0.5%	1.4%	14%	1%	2%	-9%	i	-21%	1.3%

Compound activity deposited in PubChem by several laboratories.
